Assay outcomes: PubChem BioAssay, National Center for Advancing Translational Sciences (NCATS)
FUS suppressor: rescues growth of FUS-expressing yeast; AID 1347120; S. cerevisiae FUS-expressing, growth rescue, OD600, 24 h; Potency, µM (titrated, usually from 76.6 µM), for inactives: at the highest dose growth rescue (activation), actives largely listed as activators; actives 0.24% (n = 390,000);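 further: potency means the concentration at half of the fitted maximal effect; plate controls were DMSO vehicle for no effect and reference control for full effect; nearly all actives have a fitted effect of over 55% in size; some results filed as inactive show a strong effect at the top dose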
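Galactose (2%) drives FUS expression in yeast precultured in raffinose; seeding density OD 0.005. Test compounds incubated 24hr at 30C and 99% humidity before absorbance at 600 nm was measured.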
Abeta yeast res: restores growth of yeast expressing A-beta42 peptide; AID 1347071; actives 0.063% (n = 410,000); yeast expressing A-beta42, growth rescue, OD600, 48 h; response scale: 0% DMSO, 100% iron-clioquinol control; Potency, µM (doses to about 46.1 µM), for the others: top-dose growth rescue, hits mostly activators; further: potency means the concentration at half of the fitted maximal effect; nearly all actives have a fitted effect of over 55% in size
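Growth rescue measured by 600 nm absorbance after 48 h yeast culture at 30 C with compound. Values normalized between DMSO and an equimolar ferric chloride plus clioquinol control.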
DRD3 agonist: D3 dopamine receptor (human) agonism. max activation, %. actives 0.58% (n = 410,000). D3R DiscoveRx beta-arrestin cells, luminescence, 90 min. P35462; in the data active means max activation above about 30%; further: 0% is about no effect; mostly tested at two doses, the higher about 12 µM
Target sequence (P35462 whole entry, looked up): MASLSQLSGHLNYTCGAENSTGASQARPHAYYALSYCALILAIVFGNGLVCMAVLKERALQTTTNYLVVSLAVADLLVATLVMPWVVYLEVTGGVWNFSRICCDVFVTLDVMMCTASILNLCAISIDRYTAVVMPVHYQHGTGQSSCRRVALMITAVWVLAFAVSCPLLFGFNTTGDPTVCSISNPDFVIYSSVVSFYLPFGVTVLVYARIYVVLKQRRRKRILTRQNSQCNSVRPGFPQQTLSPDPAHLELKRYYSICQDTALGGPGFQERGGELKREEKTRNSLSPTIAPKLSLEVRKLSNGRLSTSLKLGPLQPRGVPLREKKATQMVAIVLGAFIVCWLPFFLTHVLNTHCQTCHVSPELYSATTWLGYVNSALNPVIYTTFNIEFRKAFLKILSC
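Agonist-mode cell screen: cells plated at 1500/well and incubated overnight at 37 °C, then exposed to library compounds for 90 min at 37 °C. Detection reagent was added for 30–60 min at room temperature, and luminescence was read.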
TDP-43 yeast inh: TDP-43 toxicity inhibition in yeast | TDP-43 expressing yeast growth rescue, BacTiter-Glo, 24 h | Potency, µM (highest dose often 46.1 µM), inactives show top-dose growth rescue (activation), most hits filed as activators | actives 1.8% (n = 410,000) | AID 652104; further: potency means the concentration at half of the fitted maximal effect; % of control where 0% means no effect; nearly all actives have a fitted effect of over 50% in size
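Yeast cells expressing TDP-43 under galactose induction are exposed to compounds for 24 hr at 30 deg C. BacTiter-Glo luminescence measures growth, so protective compounds score as activators.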
aSyn rescue: alpha-synuclein toxicity inhibition in yeast; Yeast expressing alpha-synuclein, growth rescue, BacTiter-Glo, 24 h; AID 652106; actives 0.14% (n = 370,000); Potency, µM (highest dose often 46.1 µM), for inactives: top-dose growth rescue (activation), usual class: activators; further: potency means the concentration at half of the fitted maximal effect; % of control where 0% means no effect; nearly all actives have a fitted effect of over 65% in size
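Screening used galactose-induced yeast with toxic alpha-synuclein levels, exposed to compound for 24 hr at 30 deg C. Cell growth, read with BacTiter-Glo luminescence, gave the measured signal.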
EPAC2 antagonist: antagonists of human EPAC2. actives 0.18% (n = 360,000). Q8WZA2. Potency, µM (series often up to 114 µM), for the others: top-dose activity, negative = inhibition, hits mostly inhibitors. AID 720708. EPAC2 GEF exchange of Rap1B-BODIPY-GDP, fluorescence; further: potency means the concentration at half of the fitted maximal effect; on the % scale 0 is the no-effect control and ±100 the full control effect; nearly all actives have a fitted effect of over 45% in size; many of its hits are not listed in these tables
DRD3 antagonist: D3 dopamine receptor (human) antagonism; P35462; D3R cells, DiscoveRx beta-arrestin luminescence, antagonist mode; active compounds read low; max response, negative = inhibition, %; actives 2.5% (n = 360,000); in the data active means max response below about -50%; inconclusive means no clear call, values can overlap the other calls; further: on the % scale 0 is the no-effect control and ±100 the full control effect; mostly tested at two doses, the higher about 12 µM
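Cells expressing the human receptor were seeded at 1500 cells/well, incubated overnight at 37 degrees C in 5% CO2, then exposed to library compounds with dopamine controls for 90 minutes at 37 degrees C before luminescent detection.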
EPAC2 ag: EPAC2 (human) agonism | EPAC2 activation, biochemical qHTS; response scale: 100% = 6.5 mM cAMP response | actives 0.079% (n = 360,000) | AID 720711 | Potency, µM (top dose mostly 154 µM), without a hit: top-dose activation, usual class: activators; further: potency means the concentration at half of the fitted maximal effect; nearly all actives have a fitted effect of over 50% in size
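Guanine nucleotide exchange by EPAC2 is measured as reduced fluorescence of BODIPY-GDP once it is released from 250 nM Rap1B. Plates are read kinetically for 30 min at room temperature; results are scaled to 6.5 mM cAMP.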
Numbers without * were called inactive; ? = inconclusive; nt = no result given; [ ] = dose if it differs, or a comment. Unless noted, the call rests on the fitted dose curve; in most records, active means well fitted curve in the direction sought with a large enough effect; inconclusive means small, poorly fitted or top-dose-only effect, or another doubt; inactive means no such curve, though single readings can be large; an effect the other way counts as inactive or inconclusive.

SMILES	FUS suppressor	Abeta yeast res	DRD3 agonist	TDP-43 yeast inh	aSyn rescue	EPAC2 antagonist	DRD3 antagonist	EPAC2 ag
C/C(=N/NC(=O)c1ccc2c(c1)OCO2)c1ccc(NC(=O)C(F)(F)F)cc1	nt	1%	-2	7%	9%	-10%	-4	4%
CCN(CC)S(=O)(=O)c1cc(NC(=O)CN2C(=O)NC3(CCCc4ccccc43)C2=O)ccc1C (stereo unspecified)	?	17%	-2	1%	0%	-18%	-26	18%
COc1ccc(-c2nnc(SCC(=O)Nc3cccc(F)c3)s2)cc1	-7%	-4%	-2	23%	nt	nt	nt	nt
CC(C)c1nc(SCC(=O)Nc2ccc([N+](=O)[O-])cc2Br)n[nH]1	13%	1%	4	21%	2%	4%	11	2%
CC(O)CNc1nc2c(c(=O)n(C)c(=O)n2C)n1Cc1cccc(C(F)(F)F)c1 (stereo unspecified)	?	5%	-5	-14%	1%	-10%	-3	1%
COc1cc(CN2CCN(c3ccccc3F)CC2)c([N+](=O)[O-])cc1OC	8%	-9%	0	14%	7%	-4%	-12	19%
CCOC(=O)C1=C(CNCCc2ccc(Cl)cc2)NC(=O)NC1c1cccc([N+](=O)[O-])c1 (stereo unspecified)	29%	12%	-6	-4%	-5%	-9%	21	-2%
COc1ccc(S(=O)(=O)N2CCN(S(=O)(=O)c3ccc4c(c3)OCCO4)CC2)cc1	-10%	11%	2	6%	-13%	11%	42	1%
CC(Nc1cc(N2CCN(S(C)(=O)=O)CC2)ccc1[N+](=O)[O-])c1ccccc1 (stereo unspecified)	?	13%	3	23%	9%	14%	2	15%
CC(C)C(=O)N1CCN(c2nc(-c3ccc(Cl)cc3)cs2)CC1	18%	-40%[inhibitor]	4	?	0%	-1%[57.1 µM]	27	13%
CCC(C)c1ccc(NC(=O)c2c([N+](=O)[O-])cnn2CC)cc1 (stereo unspecified)	4%	9%	8	20µM*	17%	-6%	7	5%
O=C1/C(=C/c2ccc(O)c(O)c2)SC(=S)N1Nc1ccccc1	23%	-36%[inhibitor]	11	-5%[0.397 µM]	6%	-18%	-6	9%
Cc1c(C(=O)N2CCOCC2)oc2c1C(=O)CC(C)(C)C2	20%	2%	-3	-4%	-5%	4%	46	6%
Cc1ccnc(NS(=O)(=O)c2ccc(CC(C)C)cc2)c1	19%	11%	4	-22%	13%	8%	22	8%
COc1ccc2[nH]c3c(c2c1)CCN1C(=O)N([C@@H](C)C(=O)NCCc2ccc(F)cc2)C(=O)[C@]31C	?	-40%[inhibitor]	-23	?	?	12%	-2	15%
CC(/C=N/NC(=O)Cc1cccn1C)=C\c1ccccc1	nt	?	1	27%	1%	-5%	9	-4%
COc1ccc(NS(=O)(=O)c2cc(NC(=O)c3ccc(=O)[nH]c3)ccc2N2CCCC2)cc1	?	-6%	-2	12%	6%	-16%	-2	12%
Cc1ccc(S(=O)(=O)Oc2ccc(/C=C(/NC(=O)c3ccccc3)C(=O)NCC(=O)O)cc2)cc1	18%	-3%	-3	-24%	10%	-6%	10	-2%
CC(C)c1ccccc1OCC(O)CN(CC(O)COc1cccc2ccccc12)C(C)C (stereo unspecified)	32%	-24%	13	2%	-9%	?	2	-14%
COc1cc(C)cc2oc(=O)c(CC(=O)NCCc3ccc(Cl)cc3)c(C)c12	0%	12%	-8	?	nt	nt	nt	nt

3 structures out of the list, arranged by heavy-atom count, lowest first:
SMILES	FUS suppressor	Abeta yeast res	DRD3 agonist	TDP-43 yeast inh	aSyn rescue	EPAC2 antagonist	DRD3 antagonist	EPAC2 ag
COc1ccc(-c2nnc(SCC(=O)Nc3cccc(F)c3)s2)cc1	-7%	-4%	-2	23%	nt	nt	nt	nt
COc1cc(C)cc2oc(=O)c(CC(=O)NCCc3ccc(Cl)cc3)c(C)c12	0%	12%	-8	?	nt	nt	nt	nt
COc1ccc2[nH]c3c(c2c1)CCN1C(=O)N([C@@H](C)C(=O)NCCc2ccc(F)cc2)C(=O)[C@]31C	?	-40%[inhibitor]	-23	?	?	12%	-2	15%

(next part)
SMILES	FUS suppressor	Abeta yeast res	DRD3 agonist	TDP-43 yeast inh	aSyn rescue	EPAC2 antagonist	DRD3 antagonist	EPAC2 ag
CSc1nsc(SCC(=O)N2CCc3ccccc32)n1	15%	-1%	-11	6%	5%	0%	13	14%
O=c1cc(N2CCN(Cc3ccccc3)CC2)c(-c2ccccc2)n[nH]1	24%	4%	-4	0%	5%	4%	-16	-3%
CCc1ccc(OCC(=O)OC2CCS(=O)(=O)C2)cc1 (stereo unspecified)	-9%	22%	-2	-26%	-1%	-3%	-16	-3%
O=C1CC(N2CCN(C/C=C/c3ccccc3)CC2)C(=O)N1Cc1ccc(N2CCCC2=O)cc1 (stereo unspecified)	44%	1%	-23	15%	-1%	8%	-9	-5%
O=C(Nc1cccc(Cn2cccn2)c1)c1cc2c(s1)CCCC2	38%	14%	-54	10%	1%	-11%	?	10%
S=c1[nH]nc(COc2ccccc2)n1/N=C/c1ccc(Br)cc1	-27%	-1%	1	0%	0%	-7%	-7	1%
COc1ccc(NC(=O)CSc2nnc(-c3cccnc3)o2)c(OC)c1	-8%	6%	2	0%	0%	6%	0	-6%
COc1ccc(NC(=O)c2cn(-c3ccccc3)nc2SC)cc1	-2%	-1%	-17	17%	0%	-6%	-3	26%
CCC(C(=O)NCc1ccccc1)n1c(-c2ccc3c(c2)CCO3)nc2ccccc21 (stereo unspecified)	20%	-7%	-8	13%	-5%	-4%	-8	11%
Cc1sc2ncnc(N3CCC(C(=O)NNC(=O)COc4ccccc4Cl)CC3)c2c1C	?	7%	30*	26%	9%	-10%	48	-1%
Cc1scc(C(=O)NNC(=S)NCc2ccccc2)c1C	14%	?	-9	12%	18%	-13%	11	-1%
Cc1ccc(/C=C/C(=O)O)cc1S(=O)(=O)N1CCCCC1	-14%	-6%	-2	-17%	-2%	9%	1	8%
COC(=O)c1cccc(NS(=O)(=O)c2ccc(NC(C)=O)cc2)c1C	-2%	-5%	-2	-5%	nt	7%	13	8%
CCCCCCCCNC(=O)/C(C#N)=C/c1ccccc1[N+](=O)[O-]	nt	-89%[inhibitor]	-6	-86%[inhibitor]	-48%[inhibitor]	-24%	0	-18%
COc1ccc(NC(=O)CSCc2ccc(C#N)cc2)c(OC)c1	5%	1%	1	?	6%	6%	3	1%
Cc1cnc(C(=O)OCc2nc3ccsc3c(=O)[nH]2)cn1	nt	-12%	-1	-5%	-1%	3%	-17	4%
O=C(N/N=C/c1ccc[nH]1)c1ccc(O)cc1	14%	-26%	17	-4%[9.22 µM]	0%	-1%	15	-5%
O=S1(=O)c2ccccc2OC(COCc2ccccc2)CN1C1CC1 (stereo unspecified)	0%	-10%	-9	24%	5%	-27%	-3	8%
Cc1cccc(N(CC(=O)NCC2CCCO2)C(=O)CCC(=O)Nc2cc(C)on2)c1 (stereo unspecified)	0%	6%	0	-3%	3%	0%	1	3%
O=C(NC1CCCCC1)C(c1cccs1)N(Cc1cccs1)C(=O)c1cccs1 (stereo unspecified)	?	15%	-7	-7%	1%	-4%	-8	12%
N#Cc1nc(-c2cccs2)oc1N1CCN(c2ccccc2)CC1	?	7%	-1	3%	0%	-2%	30	4%
CC(=C\C(=O)O)/C(=C/c1ccco1)C(=O)O	-25%	13%	-6	-7%	0%	19%	-8	1%
COc1ccc(NC(=O)C2=NN(C3CCS(=O)(=O)C3)C(=O)CC2)cn1 (stereo unspecified)	-31%	6%	-1	0%	-5%	11%	-8	5%
NS(=O)(=O)c1ccc(CCNC(=O)/C=C/c2cccc([N+](=O)[O-])c2)cc1	-3%	3%	-4	-7%	-2%	-3%	2	3%
CSCc1c(C(=O)Nc2ccc(N3CCOCC3)cc2)oc2ccccc12	nt	5%	-6	?	-1%	20%	0	0%
Brc1ccc2nc(-c3cccs3)c(NCC3CCCO3)n2c1 (stereo unspecified)	-29%	-11%	8	11%	-9%	-7%	4	11%
O=C(Cc1ccc(NC(=O)C2CCCN(C(=O)C3CCCC3)C2)cc1)Nc1cccc(C(=O)N2CCCC2)c1 (stereo unspecified)	27%	16%	11	25%	2%	5%	22	-1%
O=C(O)CSc1nnc(Cc2ccccc2)n1-c1ccccc1	?	-6%	-7	4%	12%	-6%	-27	7%
CCOC(=O)N1CCc2c(sc(NC(=O)CN3CCN(C)CC3)c2C(=O)Nc2ccccc2)C1	28%	-17%	-2	9%	-18%	-6%	-9	9%
Cc1cccc(NC(=O)CSCc2cc(=O)n3ccsc3n2)c1C	-14%	3%	2	15%	-7%	-1%	-4	4%
Cc1nn2c(-c3ccncc3)ccnc2c1Br	5%	2%	16	9%	-9%	0%	10	-1%
CCc1ccc(NC(=O)CN2CCN(Cc3ccccc3)S2(=O)=O)cc1	-2%	4%	-8	23%	nt	nt	nt	nt
COc1cc(C(=O)N2CCN(CCc3ccncc3)CC2)cc(OC)c1OC	7%	-7%	9	13%	nt	nt	nt	nt
CC(C)Nc1nc(Nc2ccc(C#N)cc2)c2sccc2n1	-13%	-3%	2	?	4%	-3%	74	12%
O=C(N=C1SC2CS(=O)(=O)CC2N1c1ccc(Cl)cc1Cl)C1CCCO1 (stereo unspecified)	2%	2%	3	-5%	0%	-29%	-1	-1%
CN(CC(=O)Nc1cccc(F)c1)C(=O)c1ccc(OCC2CCCO2)cc1 (stereo unspecified)	nt	4%	6	26%	3%	14%	20	-3%
COc1ccc(CNC(=O)C2=C(C)C(=O)OC23CCCCC3)cc1OC	4%	-9%	-4	2%	nt	nt	nt	nt
CCc1ccc2c(CN3CCC(C(=O)OC)CC3)cc(=O)oc2c1	10%	16%	100*	-7%	6%	-7%	50	11%
CCN1CCN(Cc2ccc(NC(=O)Nc3ccc(OC)cc3)cc2)CC1	-21%	6%	-16	26%	-10%	2%	?	5%
COc1ccccc1C(=O)Nc1c(C(=O)Nc2ccc(C)cc2)oc2ccccc12	-28%	-2%	7	7%	nt	nt	nt	nt
Cc1nc(-c2cccc(NC(=O)C(C)Oc3ccccc3)c2)cs1 (stereo unspecified)	15%	2%	4	14%	-13%	10%	-9	4%
O=C(CSc1nncs1)Nc1nccs1	-20%	4%	4	1%	0%	2%	0	6%
COc1ccc(-c2noc3c2-c2nc(C(C)C)sc2CC3)cc1	2%	-10%	-3	3%	-1%	-11%	114	-4%
CCOC(=O)C1CCN(C(c2cccnc2)c2c(NC(=O)c3ccco3)sc(C)c2C)CC1 (stereo unspecified)	nt	-40%[inhibitor]	-3	14µM*	9%	-20%	-26	13%
COC(=O)c1cn[nH]c1NC(=S)Nc1ccc(C)cc1Cl	3%	-15%	5	3%	-1%	-2%	39	1%

Some of the compounds tested; rates above refer to the full screens.
